Screening data as filed in PubChem.
RMI FANCM FP – disruptors of RMI1/RMI2 association with MM2 peptide – biochemical, fluorescence polarization, human, primary screen | RMI core complex (RMI1/RMI2) binding to FANCM MM2 peptide, human | RMI core complex with F-MM2 peptide; hits give low values | FP signal (polarization) at 33 µM | 70,000 compounds, 0.58% hits | AID 1159607, 2016; in the data active = FP signal below about 40; note: inactives centre near 61; strong numbers were not always called active; unit not given here
* = called active by the depositor; & = joins results of further samples. A portion of the library; count on the stated rates, not on these rows.

SMILES | RMI FANCM FP
CN1C(=O)OC(c2ccccc2)C1=O (stereo not given) | 59
Cc1cc(-c2nnc(NC(=O)c3cc(C)n(C)n3)o2)n(C)n1 | 70
COc1cccc2cc(C(=O)Oc3c(C)ccc(C)c3C)c(=O)oc12 | 60
O=C(NC1CCCCCCCCCCC1)C(=O)c1cn(CC(=O)N2CCOCC2)c2ccccc12 | 59
COc1ccccc1N1CCN(S(=O)(=O)CCN2C(=O)CCCC2=O)CC1 | 62
Cc1csc(NC(=O)Cn2c(-c3ccncc3)nc3ccccc32)n1 | 62
Cc1cccc(N2C(=O)c3cccc4c(Cl)ccc(c34)C2=O)n1 | 55
C=CC[n+]1c(-c2ccc(OC)cc2)csc1Nc1cccc(C)c1C | 55
COc1ccc(/C=C2\SC(=S)N(CCS(=O)(=O)O)C2=O)cc1OC | 108
NS(=O)(=O)c1ccc(NC(=O)CSc2nc3ccccc3[nH]2)cc1 | 59
O=C(NCCc1ccco1)C(=O)NCC1OCCCN1S(=O)(=O)c1ccc(Cl)cc1 (stereo not given) | 56
O=C1CC2(CCN(C(=O)CSCc3ccccc3)CC2)Oc2ccccc21 | 54
Cc1cc(N=C(N)N=C(N)N)no1 | 53
O=C(NCc1ccc(-c2ccc(F)cc2F)o1)c1ccccc1 | 60
CCCN1C(=O)C(C)(C)COc2ccc(NC(=O)c3ccccc3C(F)(F)F)cc21 | 66
O=C(Nc1nc(-c2ccccn2)cs1)c1ccccc1[N+](=O)[O-] | 67
COc1ccc(C)cc1S(=O)(=O)NCCCn1nc(-c2cccs2)ccc1=O | 70
CC12CCC(C(=O)Nc3ccccc3-n3cccc3)(CC1=O)C2(C)C (stereo not given) | 59
N=c1scc(-c2ccccc2)n1-c1cc(C(F)(F)F)ccc1N1CCOCC1 | 47
Cc1ccc(N2CCN(CC(=O)Nc3ccc(F)cc3)CC2)cc1Cl | 56
O=C(/C=C/c1ccccc1)Nc1nc(-c2ccccc2)cs1 | 59
OCCNc1nc2ccccc2[nH]1 | 52
O=C(CC1CSc2nccc(=O)n21)Nc1nccs1 (stereo not given) | 54
CCOC(=O)c1oc2ccccc2c1NC(=O)Cc1cccs1 | 61
O=C(CN1CCOCC1)Nc1nnc(-c2cccs2)s1 | 60
Cc1cc(NS(=O)(=O)c2ccc(NC(=O)c3ccc(Br)o3)cc2)no1 | 66
O=C(CSc1ccc(F)cc1)NC1Cc2ccccc2C1 | 47
C=CCn1c(=NC(=O)c2ccccc2I)sc2cc(S(C)(=O)=O)ccc21 | 63
Cc1cccc(-n2ncc3c(=O)n4c(nc32)SCC4CC(=O)Nc2nc(C)cs2)c1 (stereo not given) | 77
O=C(NCc1cccs1)C(=O)N1CCN(c2cccc(Cl)c2)CC1 | 53
Cc1csc(NC(=O)CCc2csc(NC(=O)Nc3ccccc3)n2)n1 | 73
O=C(CC(CC(=O)NCc1ccccc1)c1ccc(Br)cc1)NCc1ccccc1 | 91
O=C(Cn1nc(-c2cccs2)ccc1=O)Nc1cc(C(F)(F)F)ccc1Cl | 57
O=C(Cc1ccc(F)cc1)NCC1(c2cccs2)CCCC1 | 69
O=C1CC(Sc2cccs2)C(=O)N1c1ccc(F)cc1 (stereo not given) | 53
COc1ccccc1-n1ccn(CC(=O)Nc2ccc(Br)cc2F)c(=O)c1=O | 60
Cc1cc(C)cc(OCCNC(=O)COc2ccccc2F)c1 | 62
O=C(CC(NCC1CCCO1)C(=O)O)Nc1ccc(Br)cc1 (stereo not given) | 54
COc1ccc(Cl)cc1NC(=O)CSc1cn(CCNC(=O)c2cccs2)c2ccccc12 | 65
OCc1cccnc1 | 59&60
O=C(Nc1nc(-c2cc3ccccc3o2)cs1)c1ccccc1F | 70
CC(C)(C)NC(=O)NCC(c1ccsc1)N1CCCC1 (stereo not given) | 65
COc1ccc(OC)c(NC(=O)CSc2nnc3n(N)c(=O)c(C(C)(C)C)nn23)c1 | 60
N#C/C(=N/Nc1ccc(F)cc1)S(=O)(=O)c1cccs1 | 58
CC(=O)N1CCc2ccc(NC(=O)c3c(F)cccc3F)cc21 | 68
O=C(NCCn1cc(SCC(=O)N2CCCCC2)c2ccccc21)c1ccc(Cl)cc1Cl | 60
Cc1cc(C)c2c(n1)sc1c(=O)n(CC(=O)NCc3ccc4c(c3)OCO4)cnc12 | 100
O=C(NCCc1ccc(N2CCCC2)cc1)C1CCCCC1 | 68
O=C(O)/C=C/C(=O)Nc1ccnn1-c1ccccc1 | 50
Cc1c(C#N)c(Sc2ccccc2N)nc2ccccc12 | 55
CC(C)C(NC(=O)c1cccs1)c1nc2ccccc2[nH]1 (stereo not given) | 82
CC(NCC(O)Cn1c2ccccc2c2ccccc21)c1ccccc1 (stereo not given) | 71&67
COC(=O)C/C(=N/Nc1ccccc1C(F)(F)F)C(=O)OC | 58
Cc1nc(NC(=O)Nc2cccc(Cl)c2)sc1C(=O)N1CCN(c2ccccc2F)CC1 | 57
CC(=O)NC(=O)/C(C#N)=C/N1CCN(Cc2ccccc2)CC1 | 52
COc1ccccc1C(=O)NC(=S)Nc1cc(Cl)ccc1Cl | 62
COc1ccc(NC(=O)CSc2nc(N)c(NC(=O)c3ccc(C)cc3)c(=O)[nH]2)c(OC)c1 | 68
CCOC(=O)N/N=C(/C)c1cccc(NC(C)=O)c1 | 58
O=C(CSc1nnc(NC(=O)Cc2cccc3ccccc23)s1)Nc1ccc2c(c1)OCO2 | 69
COc1cc(C(=O)NNC(=O)c2ccccc2)c(-n2c(C)ccc2C)cc1OC | 63
The list continues.
SMILES | RMI FANCM FP
COC(=O)c1ccc(Cn2nnc3ccccc32)cc1 | 62
COC(=O)c1cscc1OC(=O)c1ccc(C(F)(F)F)cc1 | 61
CCCNC(=O)CSc1nc(-c2ccco2)cc(C(F)(F)F)c1C#N | 74
C=CCn1c(SCc2csc(C)n2)nc2sc3c(c2c1=O)CCC3 | 76
COc1ccc(-n2c(N)c(C(=O)NCc3ccccc3)sc2=S)c(OC)c1 | 64
O=C(CSc1nnc(NC(=O)c2ccc(S(=O)(=O)N3CCCC3)cc2)s1)Nc1ccc2c(c1)OCO2 | 57
CN1CCN(Cc2c(O)ccc3cc(-c4nc5ccccc5n4C)c(=O)oc23)CC1 | -6
Cc1cc(C(=O)Nc2ccc3c(c2)OCO3)on1 | 58
Cn1c(=O)c2c(SCC(=O)Nc3ccccc3F)nc(-c3ccccc3F)nc2n(C)c1=O | 136
CCOc1ccc2ccccc2c1C(=O)Nc1ccc2c(c1)CN(C(C)=O)CC2 | 70
O=C(NC1CCCCCC1)c1ccc(=O)n(Cc2ccc(F)cc2)n1 | 60
CC(Oc1ccccc1)C(=O)NCCn1ncc2c(NCCc3ccccc3)ncnc21 (stereo not given) | 65
COc1ccc(S(=O)(=O)CCCC(=O)Nc2onc3c2CCC3)cc1 | 53
CCOC(=O)C1=C(C)N(Cc2ccccc2)C(=O)NC1c1ccc(OCc2ccccc2)cc1 (stereo not given) | 54
Cc1cc(C)c(C)c(S(=O)(=O)NCC2CCN(Cc3ccco3)CC2)c1C | 76
COC(=O)c1ccsc1NC(=O)c1cc(=O)c2ccccc2o1 | 62
O=C(O)Cc1csc(SCC(=O)c2ccccc2)n1 | 69
CC(C)(C)C(=O)N1CCN(c2nc3ccc(Br)cc3s2)CC1 | 58
CN1CCN(c2ccc(-c3cccc(NC(=O)COc4ccc(F)cc4F)c3)nn2)CC1 | 81
CCOc1ccc(NC(=S)N2CCCCC2c2cccnc2)cc1 (stereo not given) | 58
Cc1ccc(-c2c[n+]3c(n2-c2ccc(Br)cc2)CCCCC3)cc1 | 75
OC(COCc1ccccc1)CN1CCCCC1 (stereo not given) | 60
C/C(=N/N=C(N)N)c1cccs1 | 40
COC(=O)c1scc(-c2ccc(C)cc2)c1S(=O)(=O)Nc1ccc(OC)c(OC)c1 | 60
Nc1nc(SCCN2CCOCC2)[nH]c(=O)c1NC(=O)c1ccc(F)c(F)c1 | 71
O=C(NNC1OC[C@H](O)[C@H](O)[C@H]1O)c1cccnc1 (stereo not given in full) | 56
Cn1nccc1C(=O)N(Cc1ccccn1)c1nc2c(F)cccc2s1 | 70
CC(C)(C)C1=C(C#N)C(c2c(Cl)cccc2Cl)C(C#N)=C(N)O1 (stereo not given) | 55
CCCSC(=NCC)Nc1c(C)cccc1C | 56
O=C(COc1cccc2ccccc12)Nc1ccc(Cl)cc1Cl | 89
C=CCSc1nnc2n1CCCN2C(=O)Nc1cccc(Cl)c1 | 59
Cc1cc(C)c([N+](=O)[O-])c(N)n1 | 54
CCOc1ccc(-c2ccc(SCC(=O)c3cccs3)nn2)cc1 | 86
Cc1csc2ncnc(N3CCN(C(=S)NCC4CC4)CC3)c12 | 68
O=C1CC(c2ccc(Br)cc2)CC(=O)N1 | 68
c1ccc2c(c1)Oc1ccccc1S2 | 54

Some values from above:
RMI FANCM FP with `O=C1CC(c2ccc(Br)cc2)CC(=O)N1` : 68
RMI FANCM FP with `CCOc1ccc(-c2ccc(SCC(=O)c3cccs3)nn2)cc1` : 86
RMI FANCM FP with `Nc1nc(SCCN2CCOCC2)[nH]c(=O)c1NC(=O)c1ccc(F)c(F)c1` : 71
RMI FANCM FP with `C=CCSc1nnc2n1CCCN2C(=O)Nc1cccc(Cl)c1` : 59
RMI FANCM FP with `c1ccc2c(c1)Oc1ccccc1S2` : 54
RMI FANCM FP with `O=C(NNC1OC[C@H](O)[C@H](O)[C@H]1O)c1cccnc1` (stereo not given in full) : 56

Entries shown so far that have a furan ring, fused or not, in the order listed:
SMILES | RMI FANCM FP
O=C(NCCc1ccco1)C(=O)NCC1OCCCN1S(=O)(=O)c1ccc(Cl)cc1 (stereo not given) | 56
O=C(NCc1ccc(-c2ccc(F)cc2F)o1)c1ccccc1 | 60
CCOC(=O)c1oc2ccccc2c1NC(=O)Cc1cccs1 | 61
Cc1cc(NS(=O)(=O)c2ccc(NC(=O)c3ccc(Br)o3)cc2)no1 | 66
O=C(Nc1nc(-c2cc3ccccc3o2)cs1)c1ccccc1F | 70
CCCNC(=O)CSc1nc(-c2ccco2)cc(C(F)(F)F)c1C#N | 74
Cc1cc(C)c(C)c(S(=O)(=O)NCC2CCN(Cc3ccco3)CC2)c1C | 76

(next part)
SMILES | RMI FANCM FP
CC(=O)O[C@@H]1CC[C@@]2(C)C(CC[C@]3(C)C2CC=C2C4CC(C)(C)CC[C@]4(C(=O)O)CC[C@]23C)C1(C)C (stereo not given in full) | 60
CC(=O)N1CCCc2ccc(NC(=O)C(=O)Nc3ccc(F)cc3F)cc21 | 57
C=CCn1c(SCC(=O)Nc2nc(-c3ccccc3)ns2)nc2scc(-c3ccc(Cl)cc3)c2c1=O | 73
Cc1ccc(NC(=O)C(=O)NCC2CCN(Cc3ccccc3)CC2)cc1C | 93
COc1ccc(-c2nnc3ccc(OCCNC(=O)c4ccco4)nn23)cc1 | 69
CCc1ccc(S(=O)(=O)c2cnc(SCC(=O)Nc3ccc(C(C)C)cc3)[nH]c2=O)cc1 | 61
CCCCC#Cc1ccc(C(=O)O)o1 | 53
Cc1nn(C2CCS(=O)(=O)C2)c2nc(-c3cccs3)cc(C(=O)NCc3cccnc3)c12 (stereo not given) | 67
Cc1ccc(N)cc1N1CCCC1=O | 66
Cc1ccc2nc(NC(=O)CSc3nnc4ccc(-c5ccccn5)nn34)sc2c1 | 69
COC(=O)NC(Nc1ccccc1)C(=O)c1ccccc1 (stereo not given) | 62
Nc1ncncc1-c1ccc(Cl)cc1 | 49
O=C(NCc1cc2ccccc2s1)C1CN(C(c2ccccc2)c2ccccc2)C1 | 60
Cc1cc(C)cc(NC(=O)Nc2cccnc2)c1 | 54
CCOc1ccccc1C(=O)NCCn1ncc2c(=O)n(Cc3cccc(C)c3)cnc21 | 67
O=C(CCCn1nc(-c2cccs2)ccc1=O)Nc1ccc(Oc2ccccc2)cc1 | 70
O=[N+]([O-])c1cccc(CSc2ncnc3c2cnn3-c2ccccc2)c1 | 53
O=C(CSc1ccc(-c2ccccn2)nn1)NC1CCCCC1 | 58
COc1ccc2nc(-c3ccc(C)c(NC(=O)c4ccccc4C)c3)cn2n1 | 79
O=C(NC1CC(=O)N(c2ccc3c(c2)OCCO3)C1)C1c2ccccc2Oc2ccccc21 (stereo not given) | 56
O=C(Nc1ccc(F)cc1)Nc1cccc(-c2nc3cccnc3s2)c1 | 96
OC(CN1CCCC1)Cn1ccc(C(F)(F)F)n1 (stereo not given) | 53
CNC(=S)C12CC3CC(CC(C3)C1)C2 | 48
Cc1ccc2oc(-c3ccc(Cl)cc3)nc2c1 | 55

The last 2 entries of the part above are carried over, then new ones follow:
SMILES | RMI FANCM FP
CNC(=S)C12CC3CC(CC(C3)C1)C2 | 48
Cc1ccc2oc(-c3ccc(Cl)cc3)nc2c1 | 55
C#CCSc1nc(C)cc(C(=O)OCC)c1C#N | 55
N#CC(C(=O)c1ccc(Oc2ccc(C(=O)C(C#N)=C3Nc4ccccc4N3)cc2)cc1)=C1Nc2ccccc2N1 | 119
COc1ccc(OC)c(NC(=O)C(=O)NCCc2ccc(N3CCCC3)cc2)c1 | 74
Cc1cc(C(=O)N(CCCN(C)C)c2nc3c(F)cc(F)cc3s2)on1 | 79
CC(C)(CCl)C(=O)NCc1n[nH]c(=O)c2ccccc12 | 52
NC(=O)CSc1nc(-c2ccccc2)cc(C(F)(F)F)n1 | 66
O=C(Oc1ccc(/C=N\NC(=O)C2COc3ccccc3O2)cc1)c1cccnc1 (stereo not given) | 62
O=C(CCCS(=O)(=O)c1ccccc1)Nc1nc2c(cc3c4c(cccc42)CC3)s1 | 65
CNC(=O)Cc1cn(Cc2ccccc2)c2ccccc12 | 69
Cc1cccc(C)c1NC(=O)c1nnn(Cc2nc(-c3ccccc3)oc2C)c1C | 65
NC(=O)c1ccc[n+](Cc2ccc(Cl)c(Cl)c2)c1 | 57
CC(C)NC(=O)C(=O)NCC1CCN(Cc2ccccc2)CC1 | 69
CCCCOc1ccc(C(=O)NCc2nnc(SC)n2-c2ccc(F)cc2)cc1 | 77
